# Bioassay records as filed in PubChem.
# mcGAS MS inh = inhibitors of Mus musculus cyclic GMP-AMP synthase, initial high-throughput assay, cell-free, RapidFire MS; Q8C6L5; 130,000 compounds, 0.18% hits; recombinant mouse cGAS, cGAMP by RapidFire MS; AID 1259397, 2018; inhibition, % at 12.5 µM;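 active means inhibition of cGAS enzyme activity at or above 60%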;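 further: enzyme stimulated by 45 bp dsDNA with ATP and GTP substrates; cGAMP share of summed cGAMP plus half ATP and half GTP signals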
# Target sequence (Q8C6L5 whole entry, looked up): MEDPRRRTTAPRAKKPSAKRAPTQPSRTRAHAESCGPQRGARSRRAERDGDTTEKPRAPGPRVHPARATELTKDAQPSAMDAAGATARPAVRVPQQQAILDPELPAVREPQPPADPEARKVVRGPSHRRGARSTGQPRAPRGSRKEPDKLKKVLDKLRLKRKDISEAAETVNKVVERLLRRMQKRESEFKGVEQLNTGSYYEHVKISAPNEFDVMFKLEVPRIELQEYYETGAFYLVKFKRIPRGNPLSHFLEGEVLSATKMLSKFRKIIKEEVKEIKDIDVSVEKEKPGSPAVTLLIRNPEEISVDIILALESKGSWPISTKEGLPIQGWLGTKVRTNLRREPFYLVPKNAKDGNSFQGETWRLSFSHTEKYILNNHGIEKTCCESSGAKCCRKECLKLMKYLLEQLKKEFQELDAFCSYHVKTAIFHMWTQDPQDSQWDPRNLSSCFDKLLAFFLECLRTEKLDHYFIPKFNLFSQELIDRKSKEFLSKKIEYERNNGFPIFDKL
# * = called active by the depositor; & = joins results of further samples. An excerpt; rates above refer to the full screens.
SMILES,mcGAS MS inh
COc1ccc(CN(C)C(C)c2nc3sc4c(c3c(=O)[nH]2)CCC(C)C4)cc1F (stereo unspecified),-30
COc1ccccc1CN=c1c([N+](=O)[O-])nn(-c2ccccc2)n1O,-29
CC(CC#N)N(C)C(=O)c1ccc(-n2cccc2)c(F)c1 (stereo unspecified),-13
CCOC(=O)CNC(=O)NC1CC(=O)N(C2CCCCCC2)C1 (stereo unspecified),-12
Cc1ccccc1C1=NOC2CN(C(=O)c3cc(C)n(C(C)(C)C)n3)CC12 (stereo unspecified),-3
CON(C)S(=O)(=O)c1cc(C(=O)N2CCCCc3ccccc32)ccc1Cl,1
COc1ccc2c(c1OC)C(=O)N1c3ccc(Cl)cc3-c3nc(=O)c(C)nn3C21 (stereo unspecified),-1
CC(=O)OCC(=O)[C@@]1(O)CCC2C3CCC4=CC(=O)CC[C@]4(C)[C@@]3(F)[C@@H](O)C[C@@]21C (stereo partly specified),-4
COc1ccc(-c2nc(CN(CC3CCC3)CC3CCCO3)c(C)o2)c(F)c1 (stereo unspecified),-5
O=C(NC1(c2ccc(Br)cc2)CC1)C1CC2CCC1O2 (stereo unspecified),-6
COc1ccc(SCC(=O)N2CCS(=O)(=O)CC2c2ccc(C)o2)cc1 (stereo unspecified),-1
Cc1cccc(N2CC(C(=O)Nc3ncccc3O)CC2=O)c1C (stereo unspecified),8
CC1CN(c2ccc(/C=C(\C#N)c3nc4ccccc4[nH]3)o2)CC(C)O1 (stereo unspecified),-7
Cc1ccc(NC(=O)CC(=O)N2CCC3(CCCN(C)CC3)CC2)cc1,-23
COc1cccc(-c2c[nH]c(=O)n2Cc2cccs2)c1,-14
Cc1cccc(N2CCN(C(C)C(=O)NC3CC3)CC2)c1C (stereo unspecified),-13
COc1ccc(CCc2nnc(CCC(=O)N3CCC(C(O)C(C)C)CC3)o2)cc1 (stereo unspecified),3
CCc1c(C)[nH]c2ccc(Oc3ccccc3)cc2c1=O,-21
CCn1ncc(Br)c1C(=O)Nc1ccc(Cl)cn1,-24
CC(C)(C)c1cc(CN2CCc3[nH]cnc3C2c2ccncc2)[nH]n1 (stereo unspecified),-3
Cc1c([N+](=O)[O-])cc(C(=O)N2CCCCCC2)cc1[N+](=O)[O-],-7
CNC(=O)C1CCN(c2cc(C)nc(-c3ccccc3)n2)C1 (stereo unspecified),-18
CCC/C=C/C(=O)Nc1ccc(C)cc1,0
Cn1nc(C(=O)Nc2ccc(-c3csc(N4CCOCC4)n3)cc2)ccc1=O,11
CCCN(Cc1nc2cc(Cl)ccc2c(=O)[nH]1)C(=O)C=Cc1ccc(C)s1,-7
Cc1ccccc1C1CC1C(=O)Nc1ccc(C(N)=O)cc1F (stereo unspecified),-4
S=c1[nH]nc(C2CC2)n1Cc1ccccc1,-12
O=C(Cc1cccnc1)Nc1cc2c(cc1Br)OCCO2,-12
Cc1cccnc1C(NC(=O)C1CCN(Cc2cn(C)c3ccccc23)CC1)c1ccccc1 (stereo unspecified),-3
Cc1ccc(-c2ccc(=O)n(Cc3ccccc3)n2)c(C)c1,-13

# In the list so far, 3 have bromine:
SMILES,mcGAS MS inh
O=C(NC1(c2ccc(Br)cc2)CC1)C1CC2CCC1O2 (stereo unspecified),-6
CCn1ncc(Br)c1C(=O)Nc1ccc(Cl)cn1,-24
O=C(Cc1cccnc1)Nc1cc2c(cc1Br)OCCO2,-12

# The list goes on:
SMILES,mcGAS MS inh
CCOCCN1N=C(C)Cn2c1nc1c2c(=O)n(Cc2ccc(F)cc2)c(=O)n1C,-4
CC(C)N1CCNC(=O)C1CC(=O)NCC1(Cn2cccn2)CC1 (stereo unspecified),-9
O=C(c1cccc(Cn2cccn2)c1)N1CCC(Nc2ncccn2)CC1,-5
COc1ccc2nc(CNC(=O)CN3CCC(C)=N3)[nH]c2c1,-9
COCCN(CC(=O)N1N=C(c2cccs2)CC1c1cccn1C)C(=O)NC(C)(C)C (stereo unspecified),-9
Cc1ccccc1-n1ncc(C(C)NC(=O)c2nn(C)c(=O)c3ccccc23)c1C (stereo unspecified),-5
C#CCn1c(O)c(N=NC(=O)CNC(=O)c2cccc(Br)c2)c2ccccc21,9
O=[N+]([O-])c1c2n(c(C3CCCC3)nc1=S)CCCCC2,-6
CCOC(=O)C1(Cc2cccc(OC)c2)CCN(CC2=Cc3cc(OC)ccc3OC2)CC1,-7
Cc1cc(N2CCOCC2)nc(Nc2ccc(NS(=O)(=O)c3cc(C(C)C)ccc3C)cc2)n1,-18
Cc1cc(C)n2[nH]c(=O)c([N+](=O)[O-])c2n1,4
CN(Cc1cc2n(n1)CCNC2)Cc1nc2ccc(F)cc2[nH]1,9
COc1ccc(NC(=O)Cn2nc(C)c3cnn(-c4ccc(C)c(C)c4)c3c2=O)cc1OC,-4
CCOc1ccc(-c2noc(CCC(=O)NCc3c(C)cc(C)[nH]c3=O)n2)cc1,-35
O=C(CN1CCCC1CO)N1CCN(C(=O)C2CC2)CC1 (stereo unspecified),-1
COc1ccccc1N1CCN(C(=O)Nc2n[nH]c(Cc3ccccc3)n2)CC1,-22
CCn1ncnc1CN1C[C@H](N)C[C@H]1C(=O)NC(C)C,-28
Cc1cc(=O)[nH]c(-n2ncc(C(=O)Nc3nc4ccccc4s3)c2C)n1,-3
CN1CCC2(CC1)CN(C(=O)CCC(=O)c1ccc(F)cc1)CCN2C,-32
Nc1nc(N)nc(COC(=O)C2(c3ccccc3F)CCCC2)n1,2
COCCC1=NN(c2c(Cl)cc(Cl)cc2Cl)C(O)(C(F)(F)F)C1 (stereo unspecified),-15&1
FC(F)(F)c1ccnc(NCc2cccnc2-n2ccnc2)c1,-9
O=C(CSCc1c[nH]c2ccccc12)Nc1ccc2ccccc2c1,-8
Cc1ccc(C(=O)N2CCN(C(=O)c3ccc(C)n3C)[C@@H](C)C2)n1C,1
Nc1cc(Cl)ccc1NCC1CCCCC1,2
O=S(=O)(c1cccc2nsnc12)N1CCN(c2cccc(C(F)(F)F)c2)CC1,-4
CN(C1=NC(=O)CS1)c1ccc(O)cc1,-9
Cc1cccc(NC(=O)CN(C)C(=O)c2ccc3n[nH]nc3c2)c1C,-6
O=C(O)c1ccc(OC(C(=O)N2CCCCC2)c2ccccc2)cc1 (stereo unspecified),-2
Cc1cc(C)cc(C(=O)N2CCN(C(=O)c3cc(C4CC4)[nH]n3)CC2)c1,-2
Cc1cc(C)[n+]2nc(-c3ccccc3)oc2n1,-3
CCOC(=O)/C(C#N)=C\C1=C(N2CCOCC2)CC(C)(C)OC1,-7
C=CCNC(=O)C(C#N)c1nc2ccccc2[nH]c1=O (stereo unspecified),-4
O=c1cc(CSc2nnc(-c3sc4ccccc4c3Cl)o2)nc2sccn12,-4
COc1ccc(CN(C)C(=O)CN(C)Cc2cnc(C)s2)cc1,-63
COc1ccccc1Cn1c(C)c(C(=O)NCc2ccc(F)cc2)sc1=O,-13
Cc1ccsc1-c1nc(CN(C)Cc2cnn(C)c2C)c(C)o1,-16
COc1cc(C(=O)NNC(=O)c2cc(C)no2)ccc1OC(C)C,-1
CCCc1nc(Cn2nc(C)nc2C2CCCCC2)no1,5
O=C(Cc1cccnc1)N1CCC(N2CCCC(C(=O)N3CCCC3)C2)CC1 (stereo unspecified),-10
CSc1ncc(CN2CCC(CCC(=O)Nc3ccccc3Cl)CC2)cn1,-8
COc1ccc2nc(N(Cc3ccco3)C(=O)c3cc(C)n(C)n3)sc2c1,-9
Cc1ccsc1[C@@H]1CCN(C(=O)CC2=CSC3=NCCCN23)C[C@H]1O,-2
CC(=O)OCC(=O)[C@@]12OC(C)(C)O[C@@H]1CC1C3C[C@H](F)C4=CC(=O)C=C[C@]4(C)[C@@]3(F)[C@@H](O)C[C@@]12C (stereo partly specified),-9
CCN(Cc1cc(C)[nH]n1)CC1CCCN(CCc2cccc(OC)c2)C1 (stereo unspecified),-13
Cc1nc(Cc2ccc(-n3ccnc3-c3ccc(CO)o3)cc2)n[nH]1,-5
C=CCn1c(SCc2ccc(F)cc2)nc2onc(C)c2c1=N,-2
COc1ccccc1CN1CC(C(=O)NCc2cnn(C)c2)CCC1=O (stereo unspecified),-12
CN(C)c1ncccc1CNC(=O)c1ccccc1-n1cncn1,-25
Cc1ccc(S(=O)(=O)CC(C)N2CCN(C3CCCCC3)CC2)cc1 (stereo unspecified),-8
# Going on with the list.
SMILES,mcGAS MS inh
COc1ccc(CN(C)CC2CCCN(CCc3ccc(F)cc3)C2)c(OC)c1OC (stereo unspecified),-6
COc1ccc2cc(C(=O)C3CCCN(C(=O)Cc4c(C)noc4C)C3)ccc2c1 (stereo unspecified),-7
Cc1ccc2nc(CN(C)C3CCNCC3)[nH]c2c1,6
CC(C)O[C@H]1CN(Cc2ccc(C(=O)Nc3ccccc3)cc2)C[C@@H]1O,3
Cc1cccc(C(=O)NC(C(=O)NC2CC2)C2CCNCC2)c1 (stereo unspecified),-6
Cc1nn(C(=O)c2cccnc2)c(C)c1Sc1ccc(Br)cc1,-8
CCN1C(=O)NC(c2ccc([N+](=O)[O-])cc2)C(C(=O)OCCOc2ccccc2)=C1C (stereo unspecified),3
C(=NN1CCN(C(c2ccccc2)c2ccccc2)CC1)c1cccnc1,-1
COc1ccccc1/C=C/C1=NC(=C\c2ccc(OC)c(OC)c2)/C(=O)O1,5
COCC(C)NCCC1CCN(C2CCCC2)CC1 (stereo unspecified),-5
CC1CCc2c(sc3nc(CN4CC(C)OC(C)C4)[nH]c(=O)c23)C1 (stereo unspecified),-15
O=S(=O)(NC(C1CC1)C1CC1)c1cccc(Br)c1,3
Cc1ccc(CN2CCC2(C)C(=O)Nc2cccc(NS(C)(=O)=O)c2)cc1 (stereo unspecified),-8
CS(=O)(=O)c1ccc(-c2cc(NCc3ccccn3)nc3[nH]ccc23)cc1,3
O=C1NCC(C(=O)NCc2cccc(COCc3ccccc3)c2)N1 (stereo unspecified),-40
CC(C)N1CCC(C)(C(=O)Nc2ccc(Cl)c(Cl)c2)C1 (stereo unspecified),-7
CN(C(=O)c1ccc(NCc2ccccc2)cc1)C1CCOCC1,-7
CC(Sc1nnnn1C1CCCC1)C(=O)N1CCNC1=O (stereo unspecified),-5
CN(CCc1ccccn1)C(=O)CCC1CCCN(C(=O)C2=CC(=O)CC(C)(C)O2)C1 (stereo unspecified),4
O=C(NC12CC3CC(CC(C3)C1)C2)NC12CC3CC(CC(C3)C1)C2,-8

# Random excerpt: 2 entries already listed.
SMILES,mcGAS MS inh
O=C1NCC(C(=O)NCc2cccc(COCc3ccccc3)c2)N1 (stereo unspecified),-40
Cc1ccc(CN2CCC2(C)C(=O)Nc2cccc(NS(C)(=O)=O)c2)cc1 (stereo unspecified),-8

# (listing goes on)
SMILES,mcGAS MS inh
C=CCC(NC(C)=O)C(=O)N1CCc2c(cnn2-c2ccc(C(C)(C)C)cc2)C1 (stereo unspecified),-10
CC(C)CCCC1CN(C(=O)CCC(=O)N(C)C)CCO1 (stereo unspecified),-16
CC(C)C(=O)Nc1ccnn1Cc1ccc(Cl)cc1,3
C=CCC(=O)NC1CC(C)(C)Cc2nc(N3CCC(O)CC3)ncc21 (stereo unspecified),3
CCC(NC(=O)CCN=C1NS(=O)(=O)c2ccccc21)c1ccc(C)cc1 (stereo unspecified),11
CC(C)=C1C2C=CC1C1C(=O)N(c3ccc4c(c3)OCO4)C(=O)C21 (stereo unspecified),-1
Cc1nn(CC(=O)OCC(=O)c2cc(C)n(Cc3ccco3)c2C)c(C)c1[N+](=O)[O-],-5
CCc1ccc(CN(C)Cc2ncccc2C(=O)O)nc1,-55
Cn1c(=O)n(C)c2cc(S(=O)(=O)N3CCCCCC3)c(Br)cc21,7
Cc1n[nH]c(C)c1CCCNC(C)C(=O)NC1CCCC1 (stereo unspecified),-9

# No new results follow: an excerpt of the list.
SMILES,mcGAS MS inh
C=CCC(=O)NC1CC(C)(C)Cc2nc(N3CCC(O)CC3)ncc21 (stereo unspecified),3
CCC(NC(=O)CCN=C1NS(=O)(=O)c2ccccc21)c1ccc(C)cc1 (stereo unspecified),11
CC(C)=C1C2C=CC1C1C(=O)N(c3ccc4c(c3)OCO4)C(=O)C21 (stereo unspecified),-1
Cc1nn(CC(=O)OCC(=O)c2cc(C)n(Cc3ccco3)c2C)c(C)c1[N+](=O)[O-],-5
CCc1ccc(CN(C)Cc2ncccc2C(=O)O)nc1,-55
Cn1c(=O)n(C)c2cc(S(=O)(=O)N3CCCCCC3)c(Br)cc21,7
Cc1n[nH]c(C)c1CCCNC(C)C(=O)NC1CCCC1 (stereo unspecified),-9

# (cont.)
SMILES,mcGAS MS inh
CC(C)N(Cc1cc2ccccc2o1)CC1CCC(=O)N1 (stereo unspecified),-20
COCCN1CC(C(=O)NCc2nc(C)c3c(n2)CCCC3)CCC1=O (stereo unspecified),-5
O=C(C(c1ccccc1)c1ccccc1)N1CCc2ccccc21,-4
COc1cc2c(cc1OC)S(=O)(=O)OC(c1ccccc1)=C2,-5
COc1ccc(OC)c(C2CC(c3ccc(F)cc3)=NN2C(=O)CN2CCCCC2C)c1 (stereo unspecified),-3
Cc1ccccc1CN1CCN(c2ncc(C(=O)NC(C)C)s2)C1=O,-6
Cc1ccc(CN2CCN(C(=O)C3CCCN(CC(N)=O)C3)CC2=O)cc1 (stereo unspecified),-24
Cc1ccc(-c2ccnc(N3CCC(N4CCC(O)CC4)CC3)n2)c(C)n1,1
O=C(CN1C(=O)c2ccccc2S1(=O)=O)NC1CC2CCC1C2 (stereo unspecified),7
O=CNC1C(=O)NC(=O)NC1=NCc1ccccc1 (stereo unspecified),-11
COc1ccc(-c2nc(CN3CCN4C(=O)CNC(=O)C4C3)c(C)o2)c(F)c1 (stereo unspecified),-4
COc1c2ccoc2nc2c(OC)c(OCC(O)C(C)(C)O)ccc12 (stereo unspecified),-10
COc1cc(=O)n(C)c(SC)n1,-10
N#Cc1ccc(NC(=O)CCN2CCc3sccc3C2)cc1,-2
